Screens deposited in PubChem BioAssay by National Center for Advancing Translational Sciences (NCATS).
HT1080-NT tox = kills 2HG-producing HT-1080-NT fibrosarcoma cells; HT-1080-NT fibrosarcoma viability, CellTiter-Glo ATP luminescence, 48 h; Potency, µM (series often up to 46.1 µM), without a hit: at the top dose activity, negative = less viability, hits mostly cytotoxic; 360,000 compounds, 1.6% hits; AID 686970;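 also: NT is the 2HG producing partner of a matched IDH1 knockdown line; potency is read from the fitted curve at half-maximal effect; 0% = DMSO-treated cells and -100% = media-only wells without cells; nearly all actives have a fitted effect of over 55% in size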
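750 cells/well, RPMI + 5% FBS; 2 h settle, compound pin-transfer, 48 h at 37 degrees C. CellTiter-Glo 10 min RT, luminescence. Normalized to DMSO and media-only wells.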
KB-3-1 cytotox = kills parental KB-3-1 adenocarcinoma cells; AID 1347075; KB-3-1 viability, CellTiter-Glo ATP luminescence, 72 h; 400,000 compounds, 1.4% hits; Potency, µM (titrated, usually from 46.1 µM), inactives show top-dose activity change, negative = cytotoxic, most hits filed as cytotoxic; also: potency is read from the fitted curve at half-maximal effect; % is scaled to controls: 0 for no effect and ±100 for the full control effect; nearly all actives have a fitted effect of over 60% in size
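Parental KB-3-1 viability, qHTS format: 72 h compound exposure, 37 °C; CellTiter-Glo; media-only wells and DMSO plates as controls; concentration-effect fits on corrected data.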
ATXN2 expr inh = inhibitors of ATXN2 expression. HEK-293 ATXN2-luciferase reporter, luminescence, 24 h. Potency, µM (highest dose often 57 µM), without a hit: at the highest dose activity change, negative = inhibition, actives largely listed as inhibitors. 360,000 compounds, 0.72% hits; also: potency is read from the fitted curve at half-maximal effect; % is scaled to controls: 0 for no effect and ±100 for the full control effect; nearly all actives have a fitted effect of over 55% in size
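ATXN2-luciferase reporter cells (luciferase flanked by upstream and downstream ATXN2 gene portions) were treated 24 h at 37 °C with compounds at up to 57 uM. SteadyGlo luminescence gave expression; GF-AFC fluorescence gave viability.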
HT1080 IDH1KD tx = toxicity to HT-1080 IDH1 knockdown cells (counter line) | HT-1080 IDH1 knockdown viability, ATP luminescence, 48 h | 360,000 compounds, 2% hits | AID 686971 | Potency, µM (top dose mostly 46.1 µM), for the others: at the highest dose activity, negative = toxicity, most hits filed as cytotoxic;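 also: potency is read from the fitted curve at half-maximal effect; 0% = DMSO wells and -100% = cell-free medium wells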
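IDH1KD HT-1080 cells, 750/well, RPMI + 5% FBS; compound pinned after 2 h settling; 48 h, 37 °C; CellTiter-Glo luminescence; % activity normalised to DMSO and no-cell wells; curves fitted, classed by r2 and efficacy.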
MCF10A rerep = inducers of DNA re-replication in MCF 10A breast cells; Potency, µM (series often up to 46.1 µM), inactives show at the top dose activity, positive = re-replication, most hits filed as activators; 350,000 compounds, 2.9% hits; MCF 10A DNA re-replication, Hoechst nuclear intensity, 48 h; also: potency is read from the fitted curve at half-maximal effect; % of control where 0% means no effect; nearly all actives have a fitted effect of over 50% in size
KB-V1 cytotox = kills drug-selected multidrug resistant KB-V1 cells; Potency, µM (top dose mostly 46.1 µM), for inactives: at the top dose activity change, negative = cytotoxicity, actives largely listed as cytotoxic; 400,000 compounds, 3.4% hits; KB-V1 MDR cells viability, CellTiter-Glo, 72 h; also: potency is read from the fitted curve at half-maximal effect; % is scaled to controls: 0 for no effect and ±100 for the full control effect; nearly all actives have a fitted effect of over 60% in size
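Cells of the MDR subline KB-V1 are plated, dosed with compound at multiple concentrations, and incubated 72 h at 37 degrees C; CellTiter-Glo is then added and luminescence read after 10 min.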
IL-1B inflam inh = inflammasome signaling inhibition, IL-1 beta readout | AID 743279 | activity change, % at 57.5 µM | THP-1 LPS/ATP IL-1B secretion, AlphaLISA, 16 h; active compounds read low | 360,000 compounds, 4.7% hits; in the data active = activity change below about -50%; inconclusive = mostly about -30% to -49%; also: % is scaled to controls: 0 for no effect and ±100 for the full control effect
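Secreted IL-1B measured by AlphaLISA bead assay after 16 h compound exposure of THP-1 cells; compounds (final up to 57.5 uM) added 1 h before LPS (250 ng/mL) and ATP (1.25 mM) stimulation; lower signal means less secretion.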
SW480 rereplic = inducers of DNA re-replication in SW480 colon cancer cells. SW480 DNA re-replication, Hoechst DNA content imaging, 48 h. Potency, µM (top dose mostly 46.1 µM), for inactives: top-dose re-replication activation, actives largely listed as activators. 340,000 compounds, 1.8% hits; also: potency is read from the fitted curve at half-maximal effect; % of control where 0% means no effect; nearly all actives have a fitted effect of over 55% in size
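First, 250 cells per well were seeded. Next, compound or vehicle (23 nL) was pinned in, plates sat 48 hr at 37 C. Finally Hoechst was added for 40 min before fluorescence scanning.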
WRN helicase inh = WRN helicase (human) inhibition; WRN helicase unwinding, fluorescent forked duplex, kinetic; Potency, µM (highest dose often 114 µM), inactives show top-dose activity change, negative = inhibition, hits mostly inhibitors; 360,000 compounds, 0.46% hits; also: potency is read from the fitted curve at half-maximal effect; % is scaled to controls: 0 for no effect and ±100 for the full control effect; nearly all actives have a fitted effect of over 55% in size
Target sequence (Q14191 whole entry, looked up): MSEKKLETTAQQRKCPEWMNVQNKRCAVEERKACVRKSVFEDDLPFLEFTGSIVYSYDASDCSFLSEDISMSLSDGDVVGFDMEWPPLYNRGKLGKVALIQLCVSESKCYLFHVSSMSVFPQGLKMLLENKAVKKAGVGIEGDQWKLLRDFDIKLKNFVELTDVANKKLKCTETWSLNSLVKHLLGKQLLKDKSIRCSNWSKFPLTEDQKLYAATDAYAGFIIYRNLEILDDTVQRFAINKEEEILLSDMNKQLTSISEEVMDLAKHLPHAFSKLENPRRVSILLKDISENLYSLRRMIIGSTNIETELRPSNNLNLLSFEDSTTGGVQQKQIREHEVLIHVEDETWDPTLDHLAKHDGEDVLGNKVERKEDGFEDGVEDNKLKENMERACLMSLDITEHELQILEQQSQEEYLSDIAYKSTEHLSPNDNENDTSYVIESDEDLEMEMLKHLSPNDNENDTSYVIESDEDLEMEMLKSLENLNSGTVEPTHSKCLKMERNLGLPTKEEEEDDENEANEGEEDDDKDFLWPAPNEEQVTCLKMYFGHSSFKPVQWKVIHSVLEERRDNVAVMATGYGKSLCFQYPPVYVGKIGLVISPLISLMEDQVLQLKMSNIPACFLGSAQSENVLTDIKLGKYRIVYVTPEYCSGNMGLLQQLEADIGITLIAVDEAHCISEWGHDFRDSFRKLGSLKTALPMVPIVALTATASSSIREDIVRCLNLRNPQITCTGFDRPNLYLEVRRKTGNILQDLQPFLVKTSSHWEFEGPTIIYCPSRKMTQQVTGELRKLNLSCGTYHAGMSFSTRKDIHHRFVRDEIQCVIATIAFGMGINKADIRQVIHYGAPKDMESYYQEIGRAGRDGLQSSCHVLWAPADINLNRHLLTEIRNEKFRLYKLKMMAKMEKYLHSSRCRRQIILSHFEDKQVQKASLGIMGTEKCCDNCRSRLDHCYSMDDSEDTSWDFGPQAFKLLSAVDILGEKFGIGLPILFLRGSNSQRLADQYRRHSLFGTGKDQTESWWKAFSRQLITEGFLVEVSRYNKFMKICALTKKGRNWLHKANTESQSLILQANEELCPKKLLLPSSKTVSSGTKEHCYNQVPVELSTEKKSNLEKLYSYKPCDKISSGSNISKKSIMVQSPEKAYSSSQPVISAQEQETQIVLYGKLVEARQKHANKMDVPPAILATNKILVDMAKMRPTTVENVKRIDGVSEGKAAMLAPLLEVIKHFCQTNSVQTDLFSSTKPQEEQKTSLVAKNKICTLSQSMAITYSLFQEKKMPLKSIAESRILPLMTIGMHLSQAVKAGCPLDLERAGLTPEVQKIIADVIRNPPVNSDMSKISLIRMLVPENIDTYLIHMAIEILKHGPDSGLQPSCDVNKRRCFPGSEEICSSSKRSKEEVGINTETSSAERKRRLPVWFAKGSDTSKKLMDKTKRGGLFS
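WRN at 20 nM final was preincubated with compound for 15 min at room temperature; reaction started with 100 nM forked duplex oligonucleotide carrying fluorophore and quencher plus 2 mM ATP (final). Unwinding followed kinetically by red fluorescence (ex 525/em 598 nm).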
Numbers without * were called inactive; ? = inconclusive; · = not tested or not shown; [ ] = remark or other dose. Unless noted, calls follow the shape of the dose curve; as a rule, active = well fitted curve in the direction sought with a large enough effect; inconclusive = small, poorly fitted or top-dose-only effect, or another doubt; inactive = no such curve, though single readings can be large; an effect the other way counts as inactive or inconclusive.

SMILES	HT1080-NT tox	KB-3-1 cytotox	ATXN2 expr inh	HT1080 IDH1KD tx	MCF10A rerep	KB-V1 cytotox	IL-1B inflam inh	SW480 rereplic	WRN helicase inh
COc1ccc(/C=C/C(=O)NC(CCSC)C(=O)O)cc1 (stereo not drawn)	9%	-3%	0%	7%	2%	3%	4	-7%	10%
CC1CCc2cc(F)ccc2N1S(=O)(=O)c1ccc(Cl)nc1 (stereo not drawn)	-13%	?	-14%	?	?	?	0	?	-12%
CCOC(=O)C1(Cc2cccc(F)c2)CCN(Cc2c(C)nn(CC)c2C)CC1	-5%	-10%	0%	-4%	20%	-11%	0	4%	0%
CCC1(O)CC(C(=O)OC)=NN1C(=O)c1ccccc1 (stereo not drawn)	8%	5%	-6%	11%	-1%	-1%	9	6%	2%
CS(=O)(=O)c1ccc2nc(NC(=O)c3ccc(N4CCCC4=O)cc3)sc2c1	8%	1%	2%	9%	-13%	-17%	8	-8%	-6%
COC(=O)Nc1c(C)n(C)n(-c2ccccc2)c1=O	-20%	-2%	-13%	8%	12%	7%	-4	-3%	-5%
CN(c1ccc(OCC(=O)Nc2ccc3[nH]c(=O)[nH]c3c2)cc1)S(=O)(=O)c1ccc(Cl)cc1	6%	?	1%	3%	3%	9%	-19	-7%	-6%
COc1cc(/C=C(\C#N)C(=O)Nc2ccccn2)ccc1O	11%	11%	38%	15%	6%	3%	-4	5%	-20%
COc1ccccc1-n1nc(C(=O)NCc2ccco2)c2ccccc2c1=O	3%	0%	-2%	-2%	14%	-11%	-19	7%	-1%
CC(=O)O[C@]1(C(C)=O)CC[C@H]2[C@@H]3C=CC4=CC(=O)C=C[C@]4(C)[C@H]3CC[C@@]21C	-3%	?	-20%	-1%	?	13µM*	-25	1%	-7%
Cc1ccnc(NC(=O)c2ccccc2NC(=O)C(C)(C)C)c1	?	?	-7%	?	16µM*	10µM*	49	16µM*	-1%
O=C(N1CCCC1)C12CCC3CC(CC(C3)C1)C2	-3%	-3%	-3%	1%	26%	2%	5	6%	-5%
COc1ccc(CCNC2CCC(c3ccccc3)CC2)cc1 (stereo not drawn)	18µM*	-17%	-15%	?	?	0%	?	-2%	-14%
Cc1cccc(N2N=C(C(=O)OCC(=O)c3ccccc3)CCC2=O)c1	4%	13%	8%	12%	-1%	0%	6	-1%	-1%
CC1(NC(=O)c2ccccc2)CCN(CCc2cccs2)C1=O (stereo not drawn)	1%	11%	2%	9%	9%	17%	-1	-66%[inhibitor][9.22 µM]	10%
Cc1ccc2nc(N(CCN(C)C)C(=O)c3cc(Cl)sc3Cl)sc2c1	27%	6%	25%	0%	0%	-51%	-15	-5%	6%
O=C(Nc1ccccc1)Nc1ccc2nnsc2c1	?	?	56%[activator]	?	-8%	?	-95*	-8%	-27%
Cc1cccc(-c2cc3nc(-c4ccccc4)cc(=O)n3[nH]2)c1	?	?	2%	?	?	?	1	?	-11%
COc1cc(S(=O)(=O)N2CCOCC2)ccc1NC(=O)COC(=O)COc1ccccc1	2%	-9%	-19%	6%	-3%	0%	0	-13%	-12%
CCOc1ccc2c(c1)nc(C)n2C	-2%	-12%	-21%	-4%	-4%	-5%	-13	-16%	5%
Cn1c(=O)c2sc3c(c2n(CC(=O)Nc2ccccc2)c1=O)COC(C)(C)C3	8%	-2%	10%	16%	-5%	-1%	39	-4%	-2%
O=C(NCCCCCNC(=O)c1ccco1)c1ccco1	0%	-11%	-7%	-3%	?	-6%	46	-15%	-10%
Cc1cccc(CN(Nc2ccccc2)c2ccccc2)n1	-1%	-2%	·	-8%	·	?	10	·	2%
CN1CCN(c2ccc(CNC(=O)c3ccc(-c4ccc(F)c(F)c4)c4ccoc34)cc2)CC1	-23%	-21%	?	-23%	·	-6%	-18	·	-2%
COc1cccc(NC(=O)CSc2nnc(CNC(=O)c3ccccc3)n2C)c1	?	-4%	-7%	-15%	-9%	-9%	32	5%	-6%
Cc1cccc2sc(N(CCN3CCOCC3)C(=O)CCS(=O)(=O)c3ccccc3)nc12	-12%	-7%	?	-10%	?	-13%	-98*	?	-1%
COc1ccc(NC(=O)CSc2nc3c(c(=O)[nH]2)CCC3)cc1OC	-1%	5%	-2%	-1%	-7%	0%	33	-10%	-9%
COc1cc2c(cc1OC)CN(c1nc(CN3CCCC3)nc3sc(C)c(C)c13)CC2	15µM*	0%	-14%	?	11%	-4%	-67*	24%	15%
CCN1C(=O)[C@H]2[C@@H](c3ccc(-c4ccc(F)cc4)c(OC)c3)N[C@@](Cc3ccccc3)(C(=O)OC)[C@H]2C1=O	3%	?	-10%	5%	1%	0%	-62*	-30%	-3%
Cc1ccc(NC(=O)C2CC2C)c(Cl)c1 (stereo not drawn)	-3%	3%	44%	-2%	?	-19%	-6	-40%[inhibitor]	8%
COc1ccc(C2Nc3ccccc3C(=O)N2NC(=O)c2ccccc2)cc1OC (stereo not drawn)	8%	28%	15%	-1%	1%	0%	-9	-32%	6%
COc1ccc(OC)c(C(=O)COC(=O)c2cccnc2SC)c1	19%	4%	-10%	16%	-1%	8%	12	-283%[inhibitor]	0%
O=C(Nc1ccc(N2CCCC2=O)cc1)c1cccc(F)c1	0%	-2%	8%	0%	-8%	-1%	?	-8%	4%
COc1ccc(CNC(=O)CN2CCC(NC(=O)c3ccccc3C)CC2)cc1	-3%	5%	24%	9%	-3%	-22%	-19	1%	-8%
Cc1cnn(-c2ccc3nnc(-c4ccc(Cl)cc4)n3n2)c1	4%	7%	-11%	7%	-2%	0%	-14	4%	-5%
Cc1ccc(-n2nnc3c(=O)n(Cc4cccc(C)c4)cnc32)cc1	-2%	-12%	-7%	-8%	4%	1%	-14	0%	-12%
COc1ccccc1C1CCN(Cc2ccc(Cl)c(Cl)c2)CC1	-24%	-11%	-7%	?	?	-11%	36	1%	3%
c1cc(N2CCCCC2)nc(N2CCCCC2)n1	-2%	-17%	2%	4%	-20%	-26%	13	1%	7%
CCCc1cc(C(=O)Nc2ccc(C#N)cc2)no1	-15%	2%	7%	-21%	3%	-4%	-15	-2%	-35%
COc1ccc(C(=O)O)cc1NCc1cccnc1	-7%	13%	4%	0%	-2%	3%	-5	0%	-2%

As a short view, some entries already given:
SMILES	HT1080-NT tox	KB-3-1 cytotox	ATXN2 expr inh	HT1080 IDH1KD tx	MCF10A rerep	KB-V1 cytotox	IL-1B inflam inh	SW480 rereplic	WRN helicase inh
Cc1cccc(CN(Nc2ccccc2)c2ccccc2)n1	-1%	-2%	·	-8%	·	?	10	·	2%
CN1CCN(c2ccc(CNC(=O)c3ccc(-c4ccc(F)c(F)c4)c4ccoc34)cc2)CC1	-23%	-21%	?	-23%	·	-6%	-18	·	-2%

Further results follow:
SMILES	HT1080-NT tox	KB-3-1 cytotox	ATXN2 expr inh	HT1080 IDH1KD tx	MCF10A rerep	KB-V1 cytotox	IL-1B inflam inh	SW480 rereplic	WRN helicase inh
Cc1c(-c2ccco2)[n+](=O)c2c(n1[O-])CCCCC2	3%	1%	-4%	2%	0%	-17%	11	-6%	5%
COc1ccccc1C(=O)OCC(=O)NC(=O)NCc1ccccc1	-6%	11%	1%	1%	-9%	24%	-3	-12%	-7%
Cc1ccc(C(=O)Nc2ccc(Cl)cc2C)c(Cl)c1	20%	-8%	47%[activator]	-2%	11%	16µM*	-25	3%	-4%
O=C(Cc1c(F)cccc1Cl)NNC(=O)c1cccs1	3%	24%	9%	6%	1%	0%	18	-25%	-8%
COc1ccc(S(=O)(=O)N2N=C(C)Oc3ccccc3C2=O)cc1	2.9µM*	4.6µM*	-10%	3.3µM*	7.9µM*	3.7µM*	42	4µM*	11%
O=C(Cn1nnc(-c2cccs2)n1)N1c2ccccc2Sc2ccc(C(F)(F)F)cc21	15%	-6%	4%	30%	-1%	-4%	-5	-4%	-22%
CC1(C)CC(=O)C=C(c2ccc(COC(=O)C3CC3)cc2)C1=O	1%	4%	26%	8%	·	12%	-3	·	1%
CC(C)C[C@H](NC(=O)C1CCN(S(=O)(=O)c2ccccc2)CC1)C(=O)NCc1ccncc1	6%	-8%	7%	26%	?	11%	4	-9%	-1%
Cc1cc(=O)oc2cc(NC(=O)CCC(=O)O)ccc12	0%[9.24 µM]	1%	7%	5%	-3%	4%	-7	-6%	-13%
COc1ccc(NC(=O)Nc2ccc(F)cc2F)c(C)c1	4%	-2%	18%	8%	15%	-23%	-26	-11%	6%
COc1ccccc1-c1nc(C#N)c(N2CCN(C(c3ccccc3)c3ccccc3)CC2)o1	8%	-16%	4%	0%	-1%	-8%	1	-2%	-5%
COc1cccc(C(=O)CSc2nnc(-c3cc(OC)cc(OC)c3)o2)c1	12%	18%	?	10%	14%	2%	10	17%	-2%
COc1ccc(S(=O)(=O)NCc2ccco2)cc1N(C)S(=O)(=O)c1ccccc1	4%	-8%	-23%	5%	1%	?	2	-12%	3%
Cc1ccc(C(=O)N2CCc3ccccc32)o1	-14%	?	33%[activator]	-23%	0%	?	-4	3%	4%
C#CCNC(=O)C1=C[C@@H](C2CCCCC2)C[C@@H](OCCCCO)O1	6%	0%	2%	6%	-8%	-7%	27	-11%	-1%
COc1ccc(Nc2nc(-c3sc(N)nc3C)cs2)cc1	-26%	-17%	24%	-5%	9%	-18%	-29	-3%	-8%
Clc1cccc(/C(Cc2nc3ccccc3[nH]2)=N\Nc2ccccc2)c1	?	-16%	39%[activator]	?	?	-6%	-78*	?	-31%[57.1 µM]
CN(C)c1ccc(S(=O)(=O)N2CCCCC2)cc1NC(=O)CN1C(=O)NC2(CCCC2)C1=O	0%	-20%	3%	1%	6%	-14%	-18	-89%[inhibitor]	-10%
CCOP(=O)(OCC)C(NC(=O)Nc1ccc(Cl)cc1)c1ccccc1 (stereo not drawn)	5%	9%	0%	1%	-2%	-12%	6	0%	4%
